ERp5 block: blocks human ERp5 reductase activity on insulin; ERp5 insulin aggregation, absorbance 650 nm, 90 min; inhibition, % at 9.99 µM; 0.05% of 350,000 active; AID 651711;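 active means mean replicate inhibition above about 25%, with every replicate also reaching it, limit read from the data, passing the limit was not always enough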
Target sequence (Q15084 whole entry, looked up): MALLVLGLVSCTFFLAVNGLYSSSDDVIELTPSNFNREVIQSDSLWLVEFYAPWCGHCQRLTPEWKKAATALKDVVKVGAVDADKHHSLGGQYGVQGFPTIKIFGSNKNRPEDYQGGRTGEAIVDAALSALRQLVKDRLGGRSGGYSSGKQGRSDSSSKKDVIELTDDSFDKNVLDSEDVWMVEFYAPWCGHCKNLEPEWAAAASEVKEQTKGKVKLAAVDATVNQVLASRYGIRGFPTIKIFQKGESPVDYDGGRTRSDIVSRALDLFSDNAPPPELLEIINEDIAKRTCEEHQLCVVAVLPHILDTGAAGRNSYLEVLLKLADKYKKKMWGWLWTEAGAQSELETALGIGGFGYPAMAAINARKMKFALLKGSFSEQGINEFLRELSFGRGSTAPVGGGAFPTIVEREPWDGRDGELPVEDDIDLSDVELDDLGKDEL
SIRT5 block: blocks human SIRT5 desuccinylation of peptide; Q9NXA8; Purified SirT5, succinyl-peptide AMC, trypsin-coupled fluorescence; inhibition, % at 15 µM; 1.1% of 330,000 active; in the data active means inhibition above about 15%
Target sequence (Q9NXA8 whole entry, looked up): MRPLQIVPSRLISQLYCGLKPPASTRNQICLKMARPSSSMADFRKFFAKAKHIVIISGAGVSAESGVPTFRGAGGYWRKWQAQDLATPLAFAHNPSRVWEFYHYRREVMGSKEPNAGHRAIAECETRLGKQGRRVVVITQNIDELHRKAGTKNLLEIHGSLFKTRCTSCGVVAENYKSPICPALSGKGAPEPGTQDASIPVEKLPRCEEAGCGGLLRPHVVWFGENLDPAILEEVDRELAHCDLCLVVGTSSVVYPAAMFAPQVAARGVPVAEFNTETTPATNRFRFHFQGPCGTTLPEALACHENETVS
esBAF inh: blocks esBAF chromatin remodeling in mouse ES cells. Bmi1-luciferase knock-in reporter, 24 h; 100% = twice the neutral-well signal. reporter increase, % at 12.5 µM. 2% of 350,000 active. AID 602393; in the data active means activation above about 40%;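 further: 0% = median of the plate's neutral control wells and 100% = double that signal; a rise in the Bmi1 reporter signal indicates esBAF inhibition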
Statin myotox sup: suppression of simvastatin myotoxicity; C2C12 myotubes + simvastatin, ATP luminescence, 48 h; scaled: DMSO 0, geranylgeraniol control 100; rescue of ATP level, % at 7.49 µM; 0.78% of 330,000 active; AID 602340;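 active means mean ATP rescue above about 67%, or every replicate alone reaching that limit, limit read from the data, passing the limit was not always enough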;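 further: myotubes were challenged with 10 µM simvastatin during compound exposure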
miR-122 sensor: inhibitors of miR-122 in Huh7 cells | Huh7 miR-122 Renilla luciferase sensor, 48 h; neutral wells = 0, positive control = 100 | AID 602342 | activation (reporter increase), % at 12.5 µM | 0.3% of 340,000 active;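 active means mean replicate activation score at least 90 and every replicate individually at or above 90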;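 further: higher luciferase means less miR-122 activity so hits act as miR-122 inhibitors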
ARNT TACC3 PPI: disrupts binding between human ARNT and TACC3; Q9Y6A5; AlphaScreen His-ARNT PAS-B/GST-TACC3 binding, luminescence; TACC3 fragment carries E629A point mutation; inhibition, % at 9.99 µM; 0.66% of 390,000 active; AID 623870;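 active means mean inhibition of replicates at least 50% and at least half of replicates each reaching 50%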;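 further: 0% = complete ARNT plus TACC3 wells and 100% = ARNT alone without TACC3; many hits fall short of the cut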
Cneo AK release: Cryptococcus neoformans lysis via adenylate kinase release; C. neoformans lysis, adenylate kinase release luminescence, 4 h; normalised: neutral wells 0, clomiphene wells 100; lysis activity, % at 15 µM; 0.2% of 360,000 active; AID 651654;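 active means mean lysis activity across replicates of at least 80%, whatever share of replicates individually reach that level; inactive means mean lysis activity below 80%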
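Material – log-phase Cryptococcus neoformans yeast cells · Input – 5 × 10^6 yeast cells/mL · Medium – fresh YPD growth medium · Doses – single compound concentration per well · Timing – static 4 h at 37 °C with compound, 1 h detection · Detection – adenylate kinase release luminescence · Read-out – signal increase indicating cell lysis · Control set – Clomiphene as positive lysis control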
The depositor's hits bear a star; / = no result given; [ ] = dose if it differs, or a comment. Compounds as they come. About 4% of those tested had a hit in this group.

canonical_smiles	ERp5 block	SIRT5 block	esBAF inh	Statin myotox sup	miR-122 sensor	ARNT TACC3 PPI	Cneo AK release
CCCCSc1nc2c(cnn2-c2ccc(C)c(C)c2)c(=O)[nH]1	3	2	-5	-18	-3	-7	2
Cc1ccc(C)c(NCc2ccccc2CO)c1	2	8	/	/	-6	-13	/
C[C@@H]1CN([C@@H](C)CO)C(=O)c2cccc(NC(=O)c3cnccn3)c2O[C@H]1CN(C)Cc1ccc2c(c1)OCO2	-2	0	-5	-8	-6[16.7 µM]	5	-7
Cc1cccc(NC(=O)N2CCC(c3nc4ccccc4o3)CC2)c1	/	/	-2	24	-3	-3	6
CCOc1ccc(NC(=O)[C@@H]2CCCN2C(=O)c2cccs2)cc1S(=O)(=O)N1CCCCC1	3	0	4	-4	2	-1	2
Cc1c(Br)cc(C(=O)NC2CCCCC2)c(C)c1C	/	/	-16	9	4	1	0
CCOCCCNC(=O)C(NC(=O)c1ccc(=O)[nH]c1)c1ccccc1 (stereo not drawn)	/	/	-5	-18	-7	-6	-1
Cc1cc(C(=O)COC(=O)c2ccc(NC(=O)CC#N)cc2)c(C)n1-c1ccc(OC(F)F)cc1	1	1	/	/	3	25	/
O=C(NCCCN1CCN(c2ccccc2F)CC1)C1CCCN(S(=O)(=O)c2cnc[nH]2)C1 (stereo not drawn)	2	/	-2	-4	-5	-10	-5
C[C@@H]1CN([C@H](C)CO)C(=O)c2cccc(NC(=O)c3ccc(-c4nccs4)cc3)c2O[C@H]1CN(C)S(C)(=O)=O	4	-2	4	/	-1[16.7 µM]	-4	1
Cc1ccc(-c2nnc3ccc(SCC(=O)N4CCc5ccccc54)nn23)cc1	5	-2	-5	-6	5	-8	0
CCCCn1c(CN2C(=O)c3ccccc3C2=O)nc2ccccc2c1=O	/	/	-3	15	0	-4	4
CNC(=O)C[C@H]1C(=O)N(Cc2ccccc2)C[C@@H]1Cc1ccccc1	-5	-5	13	-2	4	/	/
CC(=C/C(=O)O)/C=C/c1ccc([N+](=O)[O-])cc1	-2	2	/	/	/	1	/
CC1CCC(=O)N(CCSc2ccccc2)CC1 (stereo not drawn)	7	3	-14	-2	-9	5	-2

Ordered by formula weight (ascending): some entries from above.
canonical_smiles	ERp5 block	SIRT5 block	esBAF inh	Statin myotox sup	miR-122 sensor	ARNT TACC3 PPI	Cneo AK release
CC(=C/C(=O)O)/C=C/c1ccc([N+](=O)[O-])cc1	-2	2	/	/	/	1	/
Cc1ccc(C)c(NCc2ccccc2CO)c1	2	8	/	/	-6	-13	/
Cc1c(Br)cc(C(=O)NC2CCCCC2)c(C)c1C	/	/	-16	9	4	1	0
CCCCSc1nc2c(cnn2-c2ccc(C)c(C)c2)c(=O)[nH]1	3	2	-5	-18	-3	-7	2
Cc1cccc(NC(=O)N2CCC(c3nc4ccccc4o3)CC2)c1	/	/	-2	24	-3	-3	6
CNC(=O)C[C@H]1C(=O)N(Cc2ccccc2)C[C@@H]1Cc1ccccc1	-5	-5	13	-2	4	/	/
CCOCCCNC(=O)C(NC(=O)c1ccc(=O)[nH]c1)c1ccccc1 (stereo not drawn)	/	/	-5	-18	-7	-6	-1
O=C(NCCCN1CCN(c2ccccc2F)CC1)C1CCCN(S(=O)(=O)c2cnc[nH]2)C1 (stereo not drawn)	2	/	-2	-4	-5	-10	-5
Cc1cc(C(=O)COC(=O)c2ccc(NC(=O)CC#N)cc2)c(C)n1-c1ccc(OC(F)F)cc1	1	1	/	/	3	25	/
CCOc1ccc(NC(=O)[C@@H]2CCCN2C(=O)c2cccs2)cc1S(=O)(=O)N1CCCCC1	3	0	4	-4	2	-1	2
C[C@@H]1CN([C@H](C)CO)C(=O)c2cccc(NC(=O)c3ccc(-c4nccs4)cc3)c2O[C@H]1CN(C)S(C)(=O)=O	4	-2	4	/	-1[16.7 µM]	-4	1

(cont.)
canonical_smiles	ERp5 block	SIRT5 block	esBAF inh	Statin myotox sup	miR-122 sensor	ARNT TACC3 PPI	Cneo AK release
CCN(C[C@H]1N[C@@H](CO)[C@H]1c1ccccc1)C(=O)c1ccccc1	3	1	2	13	-18[16.7 µM]	0	-3
C[C@H](CO)N1C[C@H](C)[C@@H](CN(C)C(=O)Nc2ccc(F)cc2)OCCCC[C@H](C)Oc2ccc(NC(=O)Nc3ccc4c(c3)OCO4)cc2C1=O	2	7	50*	15	2[16.7 µM]	6	-2
OCC(O)CN1CCCC1 (stereo not drawn)	2	-4	/	/	-2	/	1
N/C(=N\OC(=O)CCC1CCCC1)c1cccc([N+](=O)[O-])c1	-1	-4	/	/	/	-2	/
O=S(=O)(N[C@@H]1CC[C@H](CCn2cc(-c3ccccc3F)nn2)O[C@H]1CO)c1ccc(F)cc1	1	3	-10	8	/	/	5
COc1ccc(-c2cnc3c(c2)C(=O)N([C@H](C)CO)C[C@H](C)[C@H](CN(C)C(=O)Nc2ccc(F)cc2)O3)cc1	1	-8	-14	10	-4[16.7 µM]	-7	3
COc1ccc(C2=Nc3cccc4cccc(c34)N2)cc1	/	/	-22	-7	0	-3	1
Cc1ccc(S(=O)(=O)NCC(=O)N2CCOCCOCCOCC2)cc1	-13	-4	-4	3	-8	1	0
CC(C)CCNC(=O)/C=C/c1ccc(Br)cc1	2	/	29	-7	-11	-3	5
Cc1c(-c2ccc(F)cc2)nc(N)c(C#N)c1-c1cccnc1	0	-2	/	/	8	/	-1
CN1C[C@@H]2[C@@H]3C(=O)N(C)C(=O)[C@@H]3[C@](C)(C1=O)N2C(=O)c1ccc(Cl)c(Cl)c1	-3	-15	7	-9	0	-8	0
CC(C)(C)NC(=O)CN(C(=O)c1csnn1)c1cccc2c1CCCC2	6	1	/	/	/	-8	/
CCNc1oc(COc2cccc(C)c2)nc1C#N	/	/	45*	6	-2	3	-1
CCN(CC)c1ncnc2c1ncn2[C@H]1CN(Cc2ccncc2)C[C@@H](CO)O1	-8	0	1	-82	-6	/	0
Cc1ccc(Cn2nnc3c(=O)[nH]c(C4CCN(C(=O)Cc5cccs5)CC4)nc32)cc1	-5	3	-8	8	-9	-23	1
COc1ccc(NC(=O)C(C)SCc2ccccc2)cc1 (stereo not drawn)	2	-6	/	/	/	4	/
COc1cc(C)ccc1S(=O)(=O)NC(=O)Cn1nnc(COc2ccc3c(c2)CCCC3)c1C	-2	0	2	7	5	/	4
C[C@H](CO)N1C[C@H](C)[C@@H](CN(C)Cc2ccc(Oc3ccccc3)cc2)Oc2ccc(NS(=O)(=O)c3ccc(Cl)cc3)cc2CC1=O	14	19*	1	37	1[16.7 µM]	23	-12
C[C@H]1CN([C@@H](C)CO)C(=O)Cc2cc(N(C)C)ccc2O[C@H]1CN(C)C(=O)Nc1ccc(C(F)(F)F)cc1	0	0	-3	-30	3[16.7 µM]	11	-4
C[C@H](CO)N1C[C@H](C)[C@H](CN(C)C(=O)Nc2ccc(C(F)(F)F)cc2)Oc2ccc(NS(=O)(=O)c3cccs3)cc2CC1=O	16	3	2	-41	21[16.7 µM]	-18	3
COc1ccc(S(=O)(=O)Nc2ccc3c(c2)C(=O)N([C@@H](C)CO)C[C@H](C)[C@@H](CN(C)C(=O)Nc2ccccc2)OCCCC[C@H](C)O3)cc1	/	/	6	/	1[16.7 µM]	-9	4
Cc1c(OCC(=O)NCCCN2CCOCC2)ccc2c1oc(=O)c1ccccc12	4	-8	0	9	-9	12	3
C#CC(C)(CC)NC(=O)Cn1nnc(-c2ccc(S(C)(=O)=O)cc2)n1 (stereo not drawn)	/	/	1	-2	-4	2	-1
COCC(=O)Nc1ccc2c(c1)C(=O)N(C)C[C@H](OC)[C@@H](C)CN(Cc1ccccc1OC)[C@H](C)CO2	-3	4	5	0	1[16.7 µM]	-11	1
NS(=O)(=O)c1ccc(NC(=O)COC(=O)Cc2ccc(Cl)cc2)cc1	-6	-1	/	/	-2	-7	2
CCOCCc1nnc(NC(=O)c2ccc(OC)c(OC)c2)s1	/	/	-2	-4	16	0	4
CC1CC(=O)Nc2ccccc2N1S(=O)(=O)c1cccs1 (stereo not drawn)	-1	-7	/	/	-3	/	3
COc1ccc(-c2[nH]ncc2CN2CCC(C(=O)N3CCOCC3)CC2)c(F)c1	8	0	-4	4	-7	-5	-5
Cc1cccc(CCNC(=O)C2CCC(=O)N(Cc3ccc(Cl)cc3)C2)n1 (stereo not drawn)	10	-2	3	-4	1	0	-8
Cc1ccc(OCC(=O)N/N=C\c2ccncc2)c(C)c1	1	-1	-5	8	0	25	1
CCn1nc(C)c(CNCc2cn[nH]c2-c2cc3ccccc3o2)c1C	-1	-5	-9	-8	-4	-2	5
COc1ccc(CN2CCN(CCc3ccccc3)C(CCO)C2)c(O)c1 (stereo not drawn)	0	1	/	/	/	-12	/
CC(=O)c1ccc2c(c1)C1C=CCC1C(c1ccncc1)N2 (stereo not drawn)	/	/	54*	4	5	2	1
CO[C@H]1CN(C)C(=O)c2ccc(NC(=O)C3CCCC3)cc2OC[C@@H](C)N(C(=O)CC2CC2)C[C@@H]1C	1	-2	-2	-1	/	-8	-5
CCn1c(-c2ccccc2SC)n[nH]c1=S	-3	-1	/	/	/	-26	/
COC(=O)c1ccc(COc2cc(O)c3c(c2)OC(C)(C)CC3=O)cc1	/	/	21	-72	7	0	1
COCC(=O)Nc1ccc2c(c1)[C@@H]1C[C@H](CC(=O)N3CCOCC3)O[C@H](CO)[C@@H]1O2	0	1	-1	-2	-2[16.7 µM]	8	-6
COc1ccc(Cc2nnc(SCc3ccc([N+](=O)[O-])cc3)o2)cc1	-6	1	/	/	/	3	/
Cc1ccc(N=C2C(=O)Nc3ccc(Br)cc32)cc1	-6	15*	-4	6	/	8	4
CCOC(=O)/C(=N\Nc1ccccc1[N+](=O)[O-])c1csc(Nc2ccccc2)n1	3	5	-2	-2	-6	12	0
CC1=C(C(=O)OCCC(C)C)C(c2ccc3c(c2)OCO3)NC(=O)N1 (stereo not drawn)	-3	-3	10	6	-1	-4	-1
O=C(Oc1ccc(/C=N/n2cnnc2)cc1)c1cccc([N+](=O)[O-])c1	-2	-5	/	/	/	-1	/
COCCCn1c(SCC(=O)N2CCOCC2)nc2ccccc2c1=O	0	-1	-2	26	3	2	-2
CN(C)Cc1c(O)ccc2cc(-c3nc4ccccc4n3C)c(=O)oc12	4	-82	-29	0	-1	-1	-1
Cc1ccc(NC(=O)Cc2ccccc2)cc1S(=O)(=O)N1CCOCC1	-7	3	1	4	/	-4	0
COc1cccc(NC(=O)CSc2nnc3ccc(-c4ccncc4)nn23)c1	-4	-2	5	5	/	1	0
NC(=Nc1nc(-c2ccccn2)cc2ccccc12)c1ccccn1	6	-5	/	/	/	25	/
O=C(CN(C(=O)CCC(=O)Nc1nccs1)c1ccccc1F)NCc1ccc(F)cc1	0	0	-7	-11	5	4	0
COc1ccc(/C=N/NC(=O)c2nn(-c3ccc(Cl)cc3)c(=O)c3c(N)scc23)cc1	/	/	1	2	0	7	0
Cc1nnc(SCc2ccc(F)cc2Cl)s1	/	/	50*	18	-2	0	2
COc1ccc(N2CC(C(=O)Nc3cc(C)ccn3)CC2=O)cc1 (stereo not drawn)	7	-2	-2	2	-5	1	0
C=C(C(=O)O)C(CCCCCC)C(=O)O (stereo not drawn)	1	-1	-7	-2	-1	21	-1

Compound activity from PubChem.
